SR-BI HDL uptake: inhibitors of mouse SR-BI mediated HDL lipid uptake | ldlA[mSR-BI] CHO cells, DiI-HDL uptake fluorescence, 3 h | inhibition, % at 12.5 µM | hit rate 0.96% among 320,000;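 active = mean replicate inhibition of at least 70% and a set share of replicates each scoring 70 or more; inconclusive = meets just one of the two criteria; inactive = fails both criteria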;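 also: 0% = median of neutral control wells and 100% = median of positive control wells; values of inactives mirror those of a sister screen read the other way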
Target sequence (Q61009 whole entry, looked up): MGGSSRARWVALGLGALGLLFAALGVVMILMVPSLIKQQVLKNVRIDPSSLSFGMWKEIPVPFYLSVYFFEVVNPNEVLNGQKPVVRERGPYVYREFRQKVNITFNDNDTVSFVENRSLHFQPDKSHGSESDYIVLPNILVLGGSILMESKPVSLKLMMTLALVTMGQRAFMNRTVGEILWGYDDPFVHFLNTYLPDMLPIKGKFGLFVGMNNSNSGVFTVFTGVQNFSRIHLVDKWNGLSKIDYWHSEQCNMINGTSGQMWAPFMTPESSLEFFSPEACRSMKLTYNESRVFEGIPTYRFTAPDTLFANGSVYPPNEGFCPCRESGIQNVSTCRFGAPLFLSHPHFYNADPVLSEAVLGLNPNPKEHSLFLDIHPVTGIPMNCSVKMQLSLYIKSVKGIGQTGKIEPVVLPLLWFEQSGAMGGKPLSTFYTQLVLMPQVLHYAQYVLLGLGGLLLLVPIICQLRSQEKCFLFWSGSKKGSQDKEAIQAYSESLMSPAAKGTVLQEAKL
SR-BI uptake up: SR-BI HDL lipid transfer activation; CHO ldlA[mSR-BI] cells, DiI-HDL uptake fluorescence, 3 h; 100 = double the neutral-control signal; activation, % at 12.5 µM; hit rate 0.096% among 320,000; AID 504775;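 active = mean replicate activation of at least 60% and every replicate at or above 60%; inconclusive = mean or all-replicate condition met, but not both; inactive = mean below 60% and not all replicates reaching 60%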;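 also: 0% = median plate neutral-control signal and 100% = twice that signal; values of inactives mirror those of a sister screen read the other way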
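Material: SR-BI-overexpressing, LDLR-lacking CHO cells; schedule: compound exposure 3 h, 37 °C; reagent: DiI-labelled HDL at 10 µg/mL final; technique: bottom-read fluorescence, 550/595 nm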
E coli growth: counter-screen for AddAB inhibitors: E. coli growth inhibition. E. coli V3065 growth, OD600 absorbance, 18 h. inhibition, % at 11.9 µM. hit rate 0.27% among 330,000. AID 449728;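 active = inhibition above the campaign's mean inhibition across all tested compounds plus 3 SD, cut at about 9.9% in these data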;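 also: uninfected addAB+ strain grown without phage in ampicillin broth; 0% = DMSO wells and 100% = ciprofloxacin 0.95 µg/ml wells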
MITF TRPM1 HTS: activators of MITF-driven TRPM1 promoter activity in SK-MEL-5 cells; SK-MEL-5 TRPM1-promoter luciferase, 24 h; % of positive control, neutral wells = 0; AID 588334; hit rate 0.75% among 300,000; activation, % at 12.5 µM;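 active = mean activation of at least 80% with every replicate also reaching 80%; inconclusive = mean reaches 80% but some replicate falls short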;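 also: 0% = neutral control wells and 100% = parthenolide positive control wells; values of inactives mirror those of a sister screen read the other way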
CAL PDZ FP-1: human CAL PDZ-peptide interaction inhibition | Q9HD26 | purified CAL PDZ, TMR-peptide fluorescence polarization, 1 h | inhibition, % at 20 µM | hit rate 0.02% among 330,000 | AID 504414;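 active = highest replicate inhibition of at least 40%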;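 also: plate controls were DMSO neutral control wells for no effect and unlabeled competitor peptide control wells for full effect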
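material = purified tagged CAL PDZ domain construct (CerCALP) | buffer or medium = sodium phosphate/NaCl buffer pH 7.4 with TCEP, IgG, Thesit | reagent = TMR-labelled reporter peptide T*-PRC34 bound in PDZ groove | incubation = 1 h room-temperature incubation prior to read | measured by = fluorescence polarization (mP) | evaluation = percent inhibition from loss of millipolarization | control set = unlabelled peptide and DMSO controls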
AddAB inh: less growth of phage-infected E. coli with AddAB; E. coli expressing H. pylori AddAB, absorbance growth; inhibition, % at 11.9 µM; hit rate 0.29% among 330,000; AID 435030; in the data active = inhibition above about 12%;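 also: 0% = vehicle wells of infected cells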
Wnt bcat act: activates Wnt/beta-catenin signaling in a reporter cell assay; activator, plate reader; activation, % at 9.35 µM; hit rate 1.2% among 300,000; AID 743398; in the data active = activation above about 30%, passing the limit was not always enough; inconclusive = no clear call, values can overlap the other calls;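 also: 0% = neutral control wells and 100% = positive control wells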
CAL PDZ FP-2: CAL PDZ (human) peptide binding inhibition; inhibition, % at 24.9 µM; hit rate 0.92% among 300,000; purified CAL PDZ, TMR-peptide fluorescence polarization, 1 h; AID 602252;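 active = mean inhibition of at least 30% with at least half of replicates also reaching 30%; inconclusive = no clear call, values can overlap the other calls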;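 also: 0% = DMSO neutral control and 100% = excess unlabeled competitor peptide PRC23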
phage Ecoli inh: E. coli growth loss with phage present; growth absorbance; inhibition, % at 11.9 µM; hit rate 0.26% among 360,000; AID 651602; in the data active = inhibition above about 11%
Tat export inh: inhibitors of E. coli Tat protein transport; inhibition, % at 10 µM; hit rate 0.036% among 340,000; E. coli MC4100 TorA-mCherry Tat export, fluorescence;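 active = mean replicate inhibition at least 50% and at least half of replicates individually reaching 50%; inconclusive = only one of the two criteria met; inactive = neither criterion met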;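 also: exported cargo escapes ClpAP degradation while cytoplasmic cargo is degraded and loses fluorescence; 0% = median of neutral control wells and 100% = median of NaSCN control wells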
* = called active by the depositor; ? = inconclusive; . = not tested or not shown. Compounds were not picked by outcome. Share with any hit: about 3.6%.

canonical_smiles | phage Ecoli inh | SR-BI uptake up | CAL PDZ FP-1 | MITF TRPM1 HTS | E coli growth | SR-BI HDL uptake | AddAB inh | CAL PDZ FP-2 | Wnt bcat act | Tat export inh
COc1ccccc1-n1nnnc1SCc1ccccc1 | 2.8 | . | -1.9 | 8 | -1.3 | . | -1.1 | 1 | -2 | 6
CC(=O)c1ccc(NC(=O)c2cc(-c3cccs3)on2)cc1 | 0.3 | . | -2.4 | 45 | 1.1 | . | 4.9 | 4 | 6 | -7
CC(C)OC(=O)c1cccnc1N1CCN(c2ccc(F)cc2)CC1 | -0.2 | -27 | -0.6 | 8 | -2.4 | 27 | -1.0 | . | -6 | 7
Cn1c(=O)n(CC(=O)N2CCN(c3nnc(-c4ccccc4)c4ccccc34)CC2)c2ccccc21 | 3.0 | -47 | -1.2 | -7 | 2.2 | 47 | 1.9 | . | -2 | -1
CC1CCN(C(=O)c2ccc(S(=O)(=O)Cc3cc(F)ccc3F)c([N+](=O)[O-])c2)CC1 | 3.2 | 3 | -2.3 | -24 | 3.2 | -3 | 0.8 | 1 | 4 | 4
CCOC(=O)C1(Cc2cccc(OC)c2)CCN(C2CCOCC2)CC1 | 1.1 | -3 | 1.0 | -1 | 2.5 | 3 | 1.5 | 4 | -1 | 3
CCC(NC(=O)c1ccc2nc(Cc3ccc(OC)cc3)oc2c1)c1ccncc1 (centres undefined) | 0.2 | 0 | -2.7 | -13 | -0.5 | 0 | 1.5 | 2 | -6 | -6
CCC(=O)N1CCc2cc(S(=O)(=O)NC(C(=O)NC(C)c3ccccc3)C(C)C)ccc21 (centres undefined) | 3.4 | -36 | -0.1 | -1 | 2.7 | 36 | -0.6 | 4 | -8 | 2
Nc1nnc(SCC(=O)Nc2cc(C(F)(F)F)ccc2N2CCOCC2)s1 | -0.5 | 17 | -0.4 | 1 | 1.7 | -17 | -0.2 | . | . | -10
CC(C)Cc1nnc(NC(=O)c2cc(-c3ccncc3)nc3ccccc23)s1 | -1.1 | 4 | -0.8 | -2 | -3.7 | -4 | -3.6 | -8 | -4 | -2
CC(CCc1ccccc1)NC(=O)C(=O)N1CCOCC1 (centres undefined) | 0.9 | 10 | . | -2 | -0.4 | -10 | 0.3 | 3 | 6 | -12
COCCNC(=O)c1onc(CSc2cccc(OC)c2)c1C(=O)NCCOC | 0.7 | 26 | 0.6 | -5 | 0.3 | -26 | 6.5 | 1 | -1 | 0
O=C(OCc1nnc(-c2ccccc2)o1)C1CC(=O)N(CCc2ccccc2)C1 (centres undefined) | 3.0 | 11 | -0.1 | 34 | 0.2 | -11 | 1.8 | 1 | 11 | 16
COc1ccc(NC(=O)Nc2cccs2)cc1OC | 4.7 | -2 | 0.4 | 61 | -2.7 | 2 | 0.4 | -5 | -1 | -10
COc1cccc(Nc2nnc(SCn3nnc4ccccc4c3=O)s2)c1 | -0.6 | -15 | -0.8 | 16 | 1.1 | 15 | -0.6 | -3 | . | 1
Cc1ccc2[nH]c(C(F)(F)F)cc(=O)c2c1 | 2.9 | 3 | -1.0 | -11 | 2.2 | -3 | 1.8 | 11 | -2 | -8
O=C(CCC(=O)N/N=C/c1ccc(Br)s1)NCc1ccccc1 | 4.6 | 31 | 0.3 | 17 | -1.4 | -31 | 2.6 | 2 | 3 | -7
Cc1nc2cc3ccccc3cc2n1C | 2.1 | 15 | -2.4 | 18 | -0.5 | -15 | 1.4 | -1 | . | -4
O=C(c1cc2c(ccc3ccccc32)oc1=O)N1CCCC1 | 0.3 | 1 | -1.2 | 10 | -2.0 | -1 | 3.4 | -3 | -7 | -1
CCc1ccc(NC(=O)CNC(=O)Cn2ccc3ccccc3c2=O)cc1 | 0.5 | 7 | -4.0 | 2 | 3.2 | -7 | 0.2 | -2 | 3 | -4
COc1ccc(NC(=O)C(=O)N/N=C/c2cccnc2)cc1 | 0.0 | . | -1.6 | -6 | 1.6 | . | 1.6 | -1 | -2 | -2
CCOC(=O)C1(CCOc2ccccc2)CCN(Cc2ccc(OC)c(O)c2)CC1 | 0.8 | 7 | 0.5 | 1 | -1.2 | -7 | 1.5 | -1 | -1 | 3
Cn1nc(C(=O)OCC(=O)NCc2ccc(Cl)cc2)c2ccccc2c1=O | 3.8 | 16 | -1.2 | 6 | 2.8 | -16 | 0.7 | -6 | 0 | -5
O=C(Cn1cnc2ccccc2c1=O)Nc1ccc(N2CCOCC2)cc1 | 6.8 | 32 | -1.1 | 4 | 4.1 | -32 | 4.8 | -1 | -3 | -4
OC1COC(c2ccccc2)OC1C1OC(c2ccccc2)OCC1O (centres undefined) | -0.1 | -4 | -0.4 | 1 | . | 4 | . | -8 | 0 | 0
COC(=O)NNC(=O)c1ccc(C)c(Br)c1 | 1.2 | 12 | -0.2 | 3 | 0.9 | -12 | 4.2 | 0 | -1 | -3
CCOc1ccc(Br)cc1/C=N/NC(=O)c1ccncc1 | 1.4 | -54 | -3.2 | -11 | -2.3 | 54 | 0.3 | -6 | . | 1
O=C(O)c1ccc(NC(=O)c2cc3ccccc3o2)cc1 | 4.2 | 7 | 0.4 | . | -1.1 | -7 | 0.2 | -3 | -1 | -3
N#Cc1c(NC(=O)C2CC2)sc2c1CCCCC2 | 2.5 | -5 | -1.3 | 11 | -2.5 | 5 | 0.3 | . | . | 5
O=C(Nc1cccc(S(=O)(=O)Nc2ccc(SC(F)F)cc2)c1)C1CCC1 | 2.3 | 18 | -1.0 | -2 | 1.7 | -18 | 3.9 | . | -1 | 10
O=C(COC(=O)c1cccs1)Nc1ccccc1[N+](=O)[O-] | 2.3 | 25 | -1.0 | -1 | 1.5 | -25 | 7.0 | . | -1 | 16
Cc1ccc(N(CC(=O)N2CCN(Cc3ccccc3)CC2)S(C)(=O)=O)cc1C | 3.1 | -4 | . | -2 | -0.2 | 4 | 0.3 | -7 | -3 | 2
O=C(O)CC1S/C(=N/N=C/c2ccc(-c3ccc(Cl)c([N+](=O)[O-])c3)o2)NC1=O (centres undefined) | 3.9 | -3 | -0.5 | 8 | 0.9 | 3 | -0.7 | -1 | -1 | 6
CC1(C)COC2(OC1)C(=O)N(CN1CCOCC1)c1ccccc12 | 4.3 | 8 | 0.5 | 8 | -1.7 | -8 | -0.5 | -4 | . | -4
CN(C)c1ccc(/C=C/C(=O)c2c(O)c3ccccc3oc2=O)cc1 | 2.5 | 28 | -4.2 | 19 | 1.0 | -28 | 1.5 | -15 | 12 | -26
CN(C)CCNc1c2c(c(C#N)c3nc4ccccc4n13)CCCC2 | 3.3 | 13 | -0.4 | -5 | -1.3 | -13 | 1.5 | -1 | . | 6
CCC(=O)c1cc(F)ccc1OCC(=O)Nc1ccc2c(c1)OCCO2 | 0.5 | 1 | -0.1 | 23 | 1.1 | -1 | 3.8 | -6 | 3 | 9
Cc1ccc(S(=O)(=O)NC(C(=O)OCC(=O)NC(=O)c2cccn2C)C(C)C)cc1 (centres undefined) | 2.8 | 5 | -0.6 | 3 | 0.1 | -5 | 2.3 | 6 | -8 | -5
CCOC(=O)N1CCC(NC(=O)C(C)n2c3ccccc3c3cnn(C)c(=O)c32)CC1 (centres undefined) | 1.1 | -56 | -0.4 | 9 | -2.7 | 56 | 0.7 | -3 | -2 | -6
CCOC(=O)N1CCN(C(=O)COc2cccc3c2CCN(Cc2ccccc2F)C3=O)CC1 | 4.1 | 7 | -1.0 | -2 | -0.1 | -7 | 2.9 | -1 | -3 | 1
COC(=O)c1c(F)c(F)c(N2CCOCC2)c(F)c1F | 1.1 | 31 | -0.9 | 17 | -1.5 | -31 | 1.2 | -3 | . | 3
Cc1ccc(NC(=O)CSCC(=O)Nc2cc(Cl)ccc2N2CCN(C)CC2)cc1 | 0.9 | 1 | -3.4 | 32 | 1.3 | -1 | -0.6 | -2 | 1 | 8
COc1cccc(CNC(=O)C2CCN(S(=O)(=O)c3ccc(-n4cnnn4)cc3)CC2)c1 | 3.9 | . | -1.6 | -5 | -0.9 | . | 3.7 | -3 | -1 | -7
CN(C)/C=C/C(=O)c1nnn(C2CCCCC2)c1NC1CCCCC1 | -0.9 | 20 | -1.2 | -12 | -0.6 | -20 | 0.5 | -4 | . | ?
COc1ccccc1CNC(=O)COC(=O)c1nc(Cl)ccc1Cl | 0.6 | 12 | -2.5 | -5 | -2.1 | -12 | -1.4 | -5 | 1 | -9
Cn1c(SCC(=O)Nc2ccc(N3CCOCC3)cc2)nnc1-c1ccccc1F | 5.5 | . | -2.2 | 9 | -1.5 | . | 0.7 | -4 | 1 | 8
COc1ccccc1C(=O)NCCC(=O)NCC(C)(C)N1CCOCC1 | -0.7 | 18 | 0.1 | -1 | 1.1 | -18 | 2.0 | -3 | -1 | 0
CC(C)(C)NC(=O)CSc1nnc(-c2c[nH]c3ccccc23)o1 | 0.8 | -4 | -2.0 | 22 | -0.8 | 4 | -1.1 | -4 | 1 | -3
CC(C)C1Cc2[nH]c(=O)c(C(=O)O)cc2CO1 (centres undefined) | 1.2 | 10 | -0.2 | -13 | 1.6 | -3 | 1.0 | . | -3 | 4
CCOc1ccc2nc(N(CCN(C)C)C(=O)/C=C/c3cccs3)sc2c1 | . | -27 | -3.7 | 8 | -1.2 | 27 | -1.1 | -1 | . | 1
C=CCNC(=O)c1ccc2nc(Cc3ccc(OC)cc3)oc2c1 | 2.8 | -14 | -0.7 | . | -0.9 | 14 | -0.6 | -1 | 16 | -2
COc1ccc(CCNC(=O)c2cc(COc3c(F)cccc3F)on2)c(OC)c1 | 2.7 | -6 | -3.5 | 50 | -0.9 | 6 | 1.2 | -3 | 8 | 5
COC(=O)c1ccc(/C=C2\SC(=S)N(CCCC(=O)NCCCN3CCOCC3)C2=O)cc1 | -0.6 | . | -3.4 | 1 | 1.8 | . | 1.4 | -1 | -4 | -1
O=C(O)c1ccc(N2CCOCC2)c(N2C(=O)C3C4C=CC(C4)C3C2=O)c1 (centres undefined) | 4.8 | 12 | -0.2 | 4 | 0.9 | -12 | 2.6 | -3 | -1 | -2
O=C1c2ccsc2SCCN1Cc1c(Cl)cccc1Cl | 1.1 | 35 | -0.9 | 11 | -2.7 | -35 | -0.5 | -2 | . | -5
O=C(NC1CCCC1)c1cc2ccccc2o1 | -0.9 | 7 | -2.2 | 24 | -0.8 | -7 | 2.4 | -3 | 27 | -2

From PubChem
